Screening results deposited in PubChem BioAssay by several laboratories.
human PMI inhibitors = human PMI inhibitors, high substrate, primary screen, biochemical, fluorescence intensity, high mannose 6-phosphate (AID 1220); recombinant PMI enzyme, coupled fluorescence intensity; higher % means a stronger effect; inhibition, % at 20 µM, or IC50 in µM where a hit was titrated; hit rate 0.66% among 190,000; Mannose-6-phosphate isomerase (Homo sapiens)
CSM14.1 death rescue = rescue of cells from ER stress-induced death, primary screen, 384-well, CSM14.1, thapsigargin, ATP luminescence (AID 1222). CSM14.1 thapsigargin-induced death rescue, ATP luminescence; higher % means a stronger effect. 190,000 tested, under 10 active. cellular ATP content (survival), % at 20 µM; hits with a dose series show EC50 in µM;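 active = EC50 below 50 µM in the dose-response confirmation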;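 note: death triggered by thapsigargin at about 15 µM added after 2 h compound pretreatment; cell ATP read after overnight thapsigargin exposure of roughly 18 to 22 hours; normalized against plate controls of thapsigargin alone and 5% DMSO vehicle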
human PMI inhibition = inhibitors of human PMI, primary screen, biochemical, fluorescence intensity, coupled assay (AID 1209); Mannose-6-phosphate isomerase (Homo sapiens); purified PMI enzyme, coupled fluorescence intensity; higher % means a stronger effect; one-dose inhibition, % at 20 µM; IC50 in µM for titrated hits; hit rate 0.42% among 190,000;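 note: plate controls were DMSO vehicle for no effect and wells lacking substrate for full effect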
Large T inhibition = SV40 large T antigen inhibitors, biochemical (AID 1903); hit rate 0.39% among 310,000; one-dose inhibition, % at 20 µM; IC50 in µM for titrated hits; SV40 large T antigen ATPase/helicase inhibition assay; higher % means a stronger effect; in the data active = a potency from the dose series; inconclusive = inhibition mostly from about 32% at the one dose, without a potency; inactive = the rest, 99 in 100 with inhibition below about 32%; note: strong numbers were not always called active
West Nile virus CPE = West Nile virus antiviral activity, cell-based, CPE readout (AID 1621). West Nile virus-infected cells, CPE inhibition; higher % means a stronger effect. CPE inhibition, % at 10 µM; hits with a dose series show IC50 in µM. hit rate 0.02% among 290,000; in the data active = a potency from the dose series; inconclusive = CPE inhibition mostly from about 3.7% at the one dose, without a potency; inactive = the rest, 99 in 100 with CPE inhibition below about 2.2%; note: strong numbers were not always called active
Salmonella PhoP GFP = inhibitors of PhoP regulon expression, primary screen, Salmonella Typhimurium, GFP reporter (AID 1863); one-dose inhibition, % at 50 µM; IC50 in µM for titrated hits; S. Typhimurium PhoP-regulated promoter GFP reporter, 4 h; higher % means a stronger effect; hit rate 0.16% among 300,000;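 active = inhibition over 29.93%, a cutoff 3 SD above the screen mean, later confirmed by dose response; inconclusive = inhibition over 29.93% but no dose response follow-up; inactive = inhibition at most 29.93% or unconfirmed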;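 note: 0% = low Mg2+ inducing control and 100% = high Mg2+ repressing control; strong numbers were not always called active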
RSV antiviral HEp-2 = RSV antiviral activity via CPE protection, HEp-2 cells, primary 10 µM value included (AID 2391). HEp-2 cells, RSV-induced CPE inhibition; higher % means a stronger effect. CPE inhibition, % at 10 µM, or IC50 in µM where a hit was titrated. hit rate 0.13% among 310,000; in the data active = a potency from the dose series; inconclusive = CPE inhibition mostly from about 23% at the one dose, without a potency; inactive = the rest, 99 in 100 with CPE inhibition below about 21%; note: strong numbers were not always called active
Ins promoter up = insulin promoter activators in MIN6 cells, imaging, high-content screening, mouse beta cells. hit rate 0.3% among 190,000. MIN6 insulin promoter-GFP reporter; active compounds read high. z-score at 5 µM;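 active = z-score above 3 at 5 µM with at least 500 cells counted in the well; inconclusive = wells under 500 cells, flagged as cytotoxic or low count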
TNAP activators = human TNAP enzyme activators, primary screen, biochemical, luminescent, no phosphate acceptor, uHTS (AID 1001). hit rate 0.03% among 200,000. purified TNAP, luminescent activation assay, no phosphate acceptor; higher activation fold means a stronger effect. Alkaline phosphatase, tissue-nonspecific isozyme (Homo sapiens). one-dose activation fold at 20 µM; EC50 in µM for titrated hits; in the data active = activation fold from about 3, or a potency from the dose series; inactive = the rest, 99 in 100 with activation fold below about 1.6; note: many of its hits are not listed in these tables
Ins promoter up cell count = further read-out of Ins promoter up, marked with its call; cell count; measured here: cytotoxicity, nuclei count;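 total cells summed across four imaged fields per well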
* hit, by the source's call; ? = inconclusive; . = not tested or not shown. Cut-off read from the data, not from the text of the source, unless noted: active = inhibition above about 50%; inactive = the rest.

Compound	human PMI inhibitors	CSM14.1 death rescue	human PMI inhibition	Large T inhibition	West Nile virus CPE	Salmonella PhoP GFP	RSV antiviral HEp-2	Ins promoter up	Ins promoter up cell count	TNAP activators
COc1ccc(NC(=O)Cn2nnc(C(=O)NCc3cccc(OC)c3)c2N)cc1	-11%	1.4%	-7%	6%	0.1%	10%	2.1%	.	.	1.1
COC(=O)N1C(=O)[C@@](c2ccc(OC)cc2)(C(C)C)N1C(=O)OC	.	.	.	20%	-0.8%	-6%	0.7%	.	.	.
CCOc1ccc(NS(=O)(=O)N(C)C)cc1	12%	0.7%	13%	3%	0.3%	-4%	1.1%	-0.29	1919	1.1
C[C@]12C(=O)N(c3ccccc3)C(=O)N1[C@@H]1c3ccccc3OC[C@@H]1[C@H]2c1ccccc1	.	.	.	3%	-0.6%	15%	-0.4%	.	.	.
CC1=C(C(=O)c2ccccc2)C(c2ccc(OC(F)F)cc2)NC(=S)N1 (centres undefined)	-9%	-1.3%	-17%	7%	-1.1%	2%	6.6%	0.56	1194	0.9
CC(Sc1nnc(COc2ccc3ccccc3c2)n1C)C(=O)O (centres undefined)	6%	-1.0%	1%	17%	0.3%	23%	1.4%	0.5	1047	1.2
O=C(O)CC(c1cccc(C(F)(F)F)c1)N1CCS(=O)(=O)CC1 (centres undefined)	-9%	-0.8%	-5%	11%	-0.1%	2%	1.9%	0.01	1644	1.1
COc1ccccc1N1CCN(/N=C/c2ccc([N+](=O)[O-])cc2)CC1	.	.	.	4%	-0.8%	6%	2.1%	.	.	.
CN(c1ccccc1)S(=O)(=O)c1cccc(NC(=O)CCN2C(=O)C3CCCCC3C2=O)c1 (centres undefined)	-8%	1.0%	-6%	7%	-0.3%	-5%	6.2%	-0.33	1379	1.4
Cc1ccccc1N(C(=O)c1csnn1)C(C(=O)NC1CCCC1)c1ccncc1 (centres undefined)	.	.	.	3%	-0.8%	-6%	2.7%	.	.	.
COC(=O)CNc1c(-c2ccccn2)nc2ccc(Br)cn12	-20%	.	-1%	10%	-0.5%	-3%	6.2%	0	1212	1.2
COc1ccc(OC)c(C2CC(=O)Nc3cc(OC)c(OC)c(OC)c32)c1 (centres undefined)	3%	2.4%	6%	21%	0.5%	-4%	0.8%	-0.86	1029	1.1
COc1ccc(/C=N/NC(=O)c2c(C)n(C)c3ccc(OC)cc23)c(OC)c1	14%	-0.4%	9%	0%	-0.1%	19%	3.4%	0.41	1152	1.1
Cc1cc(C(=O)NCCc2ccc(S(N)(=O)=O)cc2)no1	-8%	0.6%	-7%	4%	-0.1%	0%	2.9%	.	.	1.1
CCCc1c(C(=O)Nc2ccc(F)cc2)cnn1-c1ccccc1	.	.	.	4%	-0.1%	.	4.0%	0.34	1068	.
CC(C)(C)OC(=O)N1CCC(C(=O)N[C@@H](Cc2ccccc2)C(=O)O)CC1	-7%	-0.9%	-4%	2%	0.3%	-1%	0.1%	-0.15	1038	1.1
CCOC(=O)c1cnn(-c2cc(C(C)(C)C)nc3c(-c4ccccc4)c(C)nn23)c1N	-4%	-2.1%	-2%	-3%	-0.4%	-5%	0.7%	-0.15	946	1.1
CSCCNC(=O)Nc1c(-c2c(Cl)cccc2Cl)noc1C	.	.	.	1%	-0.6%	-5%	1.1%	-0.89	1450	.
Cc1ccc(S(=O)(=O)c2cc(O)ccc2O)cc1C	13%	-0.4%	4%	28%	.	0%	1.1%	0.11	1192	1.1
O=C1CCCN1c1ccc(S(=O)(=O)Nc2ccc3c(c2)OCCO3)cc1	0%	-1.2%	10%	4%	0.7%	9%	-1.3%	.	.	1.1
CCC1CSC(Nc2ccc(C(=O)/C=C/c3cccc(C)c3)cc2)=N1 (centres undefined)	12%	-0.4%	26%	17%	-1.4%	16%	15%	-0.04	1192	1.2
CC(C)N(Cc1nccn1C)C(=O)c1cc(COc2ccc3ncccc3c2)on1	11%	4.4%	13%	10%	-1.2%	6%	0.7%	1.2	1440	1
CCOC(=O)CN(C(=O)c1snc(C(N)=O)c1N)C(C(=O)NC1CCCCC1)c1ccc(F)cc1 (centres undefined)	.	.	.	-4%	-1.5%	2%	0.4%	.	.	.
CCC(C)N=Cc1c(NCc2ccco2)nc2c(C)cccn2c1=O (centres undefined)	3%	-2.2%	5%	1%	-0.4%	-1%	3.3%	-0.13	1065	1
Cc1ccc(S(=O)(=O)NC(C(=O)O)c2ccccc2)cc1 (centres undefined)	9%	-0.9%	11%	9%	0.6%	-8%	0.3%	1	1446	1

Quoted at random: 2 compounds from above
Compound	human PMI inhibitors	CSM14.1 death rescue	human PMI inhibition	Large T inhibition	West Nile virus CPE	Salmonella PhoP GFP	RSV antiviral HEp-2	Ins promoter up	Ins promoter up cell count	TNAP activators
Cc1ccc(S(=O)(=O)NC(C(=O)O)c2ccccc2)cc1 (centres undefined)	9%	-0.9%	11%	9%	0.6%	-8%	0.3%	1	1446	1
O=C(O)CC(c1cccc(C(F)(F)F)c1)N1CCS(=O)(=O)CC1 (centres undefined)	-9%	-0.8%	-5%	11%	-0.1%	2%	1.9%	0.01	1644	1.1

The list continues:
Compound	human PMI inhibitors	CSM14.1 death rescue	human PMI inhibition	Large T inhibition	West Nile virus CPE	Salmonella PhoP GFP	RSV antiviral HEp-2	Ins promoter up	Ins promoter up cell count	TNAP activators
COc1cccc(N(C(=O)c2snc(C(N)=O)c2N)C(C(=O)NCC2CCCO2)c2ccc(C)o2)c1 (centres undefined)	.	.	.	-2%	-0.8%	2%	0.6%	.	.	.
O=C(NCC(=O)N1CC=C(c2ccccc2)CC1)c1ccccc1Br	.	.	.	4%	0.9%	-2%	20%	.	.	.
Cc1ccc(-c2nnc(SCC(=O)N3c4ccccc4NC(=O)C3(C)C)n2N)cc1	-27%	.	-14%	4%	0.5%	9%	1.4%	0.31	1161	0.9
CC(C)C1C(C#N)=C(N)SC(N)=C1C#N	10%	-1.5%	7%	19%	0.1%	2%	0.1%	0.15	852	1.3
CCn1c(SCC(=O)N2CCc3ccccc32)nnc1-c1ccco1	2%	1.7%	3%	3%	-0.1%	-10%	-0.5%	-0.55	1484	1.2
CCN(CC)c1ccc(/C=N/N2CCOCC2)cc1	14%	-1.6%	12%	6µM*	-0.1%	2%	1.3%	-0.86	1691	1
COC(=O)c1c(-c2ccc(C)cc2)csc1NC(=S)NC(=O)c1ccc(F)cc1	0%	-7.1%	-2%	7%	-0.6%	-7%	1.6%	-0.45	1267	0.9
Cc1ccccc1Nc1nc(N)nc(CSc2ccccc2)n1	-6%	-1.9%	1%	9%	-1.0%	-2%	1.4%	-0.19	1293	1.1
Nc1ccc(-n2nncc2-c2ccccc2)cc1	-15%	0.2%	-17%	24%	0.1%	4%	2.5%	.	.	1
NC(=O)c1oc2ccccc2c1NC(=O)CCc1ccccc1	4%	.	2%	18%	0.2%	-9%	-0.4%	-0.37	1935	1.2
C=CCc1c(N(CC)CC)nc(C)[nH]c1=O	.	.	.	17%	0.4%	-3%	0.9%	0.38	1146	.
COc1ccc(Br)cc1CNCCSc1nnnn1C	-3%	0.1%	-8%	11%	0.0%	24%	-0.7%	-0.35	1223	1
CCN(CC)CCCNC(=O)CC1Sc2ccccc2NC1=O (centres undefined)	-4%	2.7%	-3%	-4%	-0.3%	8%	0.3%	-0.63	1543	1.1
Cn1c(Cc2ccccc2)nnc1SCC(=O)NCCc1ccccc1	-3%	-1.8%	-7%	1%	-0.6%	-4%	0.1%	0.59	1278	1
Cc1ccc(SCCC(=O)N2CCC(C)CC2)cc1	8%	-3.4%	6%	0%	-0.6%	-1%	3.9%	.	.	1
CC(=O)c1cccc(CN2CCC(n3nccc3NC(=O)CCCc3ccccc3)CC2)c1	.	.	.	19%	-0.8%	3%	0.7%	.	.	.
CCOC(=O)c1c(CN(C)C)oc2cc(CN(C)C)c(O)c(CSc3ccccc3)c12	-9%	-1.3%	-3%	-1%	0.2%	22%	-1.3%	0.39	957	1
COc1ccc(NC(C#N)c2ccccc2OCc2ccccc2)cc1 (centres undefined)	28%	0.6%	24%	5%	-0.3%	17%	1.8%	0.47	1446	1.1
N=c1c2c(n(Cc3ccccc3)c3c1CCC3)CCC2	-3%	1.0%	-12%	3%	2.2%	4%	2.4%	?	.	1
NC(=O)CC1C(=O)N(c2ccccc2)C(=S)N1NC(=O)c1ccc(Br)cc1 (centres undefined)	.	.	.	4%	-0.9%	0%	4.2%	.	.	.
O=c1c(-c2ccc(O)cc2)coc2cc(O)cc(O)c12	.	.	.	5%	1.1%	3%	2.8%	0.51	1024	.
CNC(=O)c1[nH]cnc1C(=O)Nc1ccc(OC)cc1	.	.	.	9%	0.1%	5%	-1.9%	-0.26	1200	.
CCCC[C@@H](CNC)NC[C@H](Cc1ccc(O)cc1)NCCc1ccc(OCC)cc1	.	.	.	7%	-0.9%	0%	-0.5%	.	.	.
CC1CCCN(C(=O)c2nn(C)c3c2CS(=O)(=O)c2ccccc2-3)C1 (centres undefined)	.	.	.	10%	0.3%	-7%	1.6%	.	.	.
Cc1cccc(CCNC(=O)CNS(=O)(=O)c2ccc3nc(C)sc3c2)c1	.	.	.	0%	0.2%	6%	0.9%	.	.	.
COc1ccc(/C=N/NC(=O)C(Cc2c[nH]c3ccccc23)NC(=O)OCC(C)C)cc1[N+](=O)[O-] (centres undefined)	2%	-1.7%	2%	4%	.	-1%	2.7%	.	.	1
CCOc1ccc(OCC(=O)Nc2ccccc2C(F)(F)F)cc1	12%	1.9%	17%	8%	-0.3%	1%	-1.9%	0.01	1493	1

With a hit mark in Large T inhibition, of those listed so far:
Compound	human PMI inhibitors	human PMI inhibition	Large T inhibition	West Nile virus CPE	Salmonella PhoP GFP	RSV antiviral HEp-2	TNAP activators
CCN(CC)c1ccc(/C=N/N2CCOCC2)cc1	14%	12%	6µM*	-0.1%	2%	1.3%	1

Not a hit list; any-hit rate near 1.5%.
